Source: PubChem BioAssay (National Center for Advancing Translational Sciences (NCATS))
EPAC2 ag – EPAC2 (human) agonism; Q8WZA2; EPAC2 activation, biochemical qHTS; response scale: 100% = 6.5 mM cAMP response; Potency, µM (doses to about 154 µM), for the others: at the top dose activation, usual class: activators; 0.079% of 360,000 active; AID 720711; also: potency is read from the fitted curve at half-maximal effect; nearly all actives have a fitted effect of over 50% in size
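Nucleotide exchange monitored as fluorescence drop when BODIPY-GDP leaves Rap1B. Reaction: 100 nM EPAC2, 250 nM RAP1B-BODIPY-GDP, 50 uM GDP, room temperature, kinetic read over 30 min. Activity expressed relative to 6.5 mM cAMP.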
PTHR1 ag – PTHR1 (human) receptor agonism | Potency, µM (doses to about 115 µM), without a hit: at the highest dose activation, usual class: activators | 0.075% of 410,000 active | Q03431 | HEK293 GP2 PTHR1 cells, GloSensor cAMP luminescence, 1 h; also: potency is read from the fitted curve at half-maximal effect; nearly all actives have a fitted effect of over 55% in size; some results filed as inactive show a strong effect at the top dose; inactives centre near -15; many of its hits are not listed in these tables
Target sequence (Q03431 whole entry, looked up): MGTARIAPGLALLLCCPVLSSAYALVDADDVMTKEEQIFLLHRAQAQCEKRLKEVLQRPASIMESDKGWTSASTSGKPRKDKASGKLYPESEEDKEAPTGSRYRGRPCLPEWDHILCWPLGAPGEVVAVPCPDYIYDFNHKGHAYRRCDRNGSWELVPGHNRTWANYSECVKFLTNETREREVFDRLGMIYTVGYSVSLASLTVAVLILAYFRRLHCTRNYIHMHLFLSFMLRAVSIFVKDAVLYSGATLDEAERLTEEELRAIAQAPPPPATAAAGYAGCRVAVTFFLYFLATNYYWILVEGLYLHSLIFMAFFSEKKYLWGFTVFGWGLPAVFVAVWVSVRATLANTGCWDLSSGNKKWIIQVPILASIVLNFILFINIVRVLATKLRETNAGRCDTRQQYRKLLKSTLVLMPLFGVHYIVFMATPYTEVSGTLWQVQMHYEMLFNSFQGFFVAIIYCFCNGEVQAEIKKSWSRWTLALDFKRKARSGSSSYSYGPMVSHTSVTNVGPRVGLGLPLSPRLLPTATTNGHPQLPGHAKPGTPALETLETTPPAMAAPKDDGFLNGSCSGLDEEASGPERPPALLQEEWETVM
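HEK-293-derived GP2 cells expressing PTHR1 and a GloSensor cAMP reporter, 3,000/well, plated overnight, given luciferin plus IBMX (each 0.5 mM as added) for 1 h at 37 °C, then compound for 1 h at 37 °C. Luminescence was read after 15 min at room temperature.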
pAkt inh – inhibitors of Akt phosphorylation | Neuro2A IGF-stimulated pAkt S473 HTRF, 20 min; active compounds read low | activity change, % for hits at 50 µM | 0.32% of 360,000 active | AID 651550; in the data active = activity change below about -80%; inconclusive = mostly about -51% to -80%; also: % is scaled to controls: 0 for no effect and ±100 for the full control effect
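Neuro2A cells in DMEM with 0.5% FBS, overnight at 37 deg C, given compound at single 50 µM final, then IGF (6 nM final) for 20 min at 37 deg C. Lysed; phospho-Akt Ser473 by HTRF after 24 h, 665/615 ratio.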
CCT chaperon mod – modulators of cytosolic chaperonin (CCT/TRiC) activity. purified chaperonin ATPase assay, HTRF ADP detection, 30 min. 0.3% of 360,000 active. AID 651819. activity change, % (concentration not given with the values), hits read low; in the data active = activity change below about -30%; also: % is scaled to controls: 0 for no effect and ±100 for the full control effect
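We incubate TRiC, 40 or 20 nM final, with library compounds at 76 uM and 10 uM ATP for 30 min at 37 °C. ADP formed is detected with Transcreener HTRF reagents after 30 min at room temperature.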
D3 antag – D3 dopamine receptor (human) antagonism; P35462; D3R cells, DiscoveRx beta-arrestin luminescence, antagonist mode; active compounds read low; max response, negative = inhibition, %; 2.5% of 360,000 active; in the data active = max response below about -50%; inconclusive = no clear call, values can overlap the other calls; also: % is scaled to controls: 0 for no effect and ±100 for the full control effect; mostly tested at two doses, the higher about 12 µM
Target sequence (P35462 whole entry, looked up): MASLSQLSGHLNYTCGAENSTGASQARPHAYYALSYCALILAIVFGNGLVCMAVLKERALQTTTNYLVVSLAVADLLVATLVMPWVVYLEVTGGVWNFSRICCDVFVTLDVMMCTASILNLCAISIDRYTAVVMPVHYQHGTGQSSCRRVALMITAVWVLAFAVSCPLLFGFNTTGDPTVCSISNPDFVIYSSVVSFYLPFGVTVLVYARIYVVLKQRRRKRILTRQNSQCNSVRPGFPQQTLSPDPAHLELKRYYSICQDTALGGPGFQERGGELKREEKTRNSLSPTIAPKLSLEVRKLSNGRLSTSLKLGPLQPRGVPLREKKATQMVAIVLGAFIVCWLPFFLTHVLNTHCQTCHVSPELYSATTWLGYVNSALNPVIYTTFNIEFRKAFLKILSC
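Cells expressing the human receptor were seeded at 1500 cells/well, incubated overnight at 37 degrees C in 5% CO2, then exposed to library compounds with dopamine controls for 90 minutes at 37 degrees C before luminescent detection.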
EPAC2 antag – EPAC2 (human) antagonism | 0.18% of 360,000 active | EPAC2 GEF exchange of Rap1B-BODIPY-GDP, fluorescence | Potency, µM (top dose mostly 114 µM), inactives show at the top dose activity, negative = inhibition, hits mostly inhibitors | Q8WZA2; also: potency is read from the fitted curve at half-maximal effect; % is scaled to controls: 0 for no effect and ±100 for the full control effect; nearly all actives have a fitted effect of over 45% in size; many of its hits are not listed in these tables
D3 ag – activates the human D3 dopamine receptor | AID 652048 | P35462 | D3R DiscoveRx beta-arrestin cells, luminescence, 90 min | max activation, % | 0.58% of 410,000 active; in the data active = max activation above about 30%; also: 0% is about no effect; mostly tested at two doses, the higher about 12 µM
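Agonist-mode cell screen: cells plated at 1500/well and incubated overnight at 37 °C, then exposed to library compounds for 90 min at 37 °C. Detection reagent was added for 30–60 min at room temperature, and luminescence was read.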
MmCpn inh – M. maripaludis TRiC chaperonin inhibition; 0.031% of 330,000 active; Potency, µM (series often up to 76.9 µM), for the others: at the top dose activity, negative = inhibition, actives largely listed as inhibitors; AID 504842; purified Mm-Cpn ATPase, ADP Transcreener TR-FRET; also: potency is read from the fitted curve at half-maximal effect; % is scaled to controls: 0 for no effect and ±100 for the full control effect; nearly all actives have a fitted effect of over 80% in size
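Compound-treated chaperonin, 25 nM final, turns over 10 uM ATP at 37°C for 30 min following a 10 min preincubation; ADP generated competes with ADP-d2 for Eu-cryptate antibody, lowering FRET.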
The depositor's hits bear a star; i = inactive; ? = inconclusive; nt = no result given; & = joins results of further samples; [ ] = dose if it differs, or a comment. Unless noted, calls follow the shape of the dose curve; as a rule, active = well fitted curve in the direction sought with a large enough effect; inconclusive = small, poorly fitted or top-dose-only effect, or another doubt; inactive = no such curve, though single readings can be large; an effect the other way counts as inactive or inconclusive.

1	Cc1ccc(N)cc1-n1c(C)ccc1C
2	C=C[C@@H]1c2c(F)cccc2N(S(=O)(=O)c2ccc(C)cc2)[C@H](c2ccc(OC(C)=O)cc2)C1(C#N)C#N
3	COc1ccc(-c2cc(C(=O)NCc3cccc(C(F)(F)F)c3)[nH]n2)c(C)c1
4	O=C(CN1C(=O)NC(Cc2ccccc2)C1=O)Nc1ccc(F)cc1 (configuration not stated)
5	COc1ccccc1N1CCN(C(=O)C2CCN(S(=O)(=O)c3ccccc3)CC2)CC1

compound no. | 1 | 2 | 3 | 4 | 5
EPAC2 ag | 7.5% | 6.7% | 7.3% | -0.3% | -4.3%
PTHR1 ag | i | -4.6% | -13.1% | i | -24.2%
pAkt inh | i | i | i | i | i
CCT chaperon mod | -2.5 | 0.6 | 0.1 | 0.4 | -1.4
D3 antag | 1.9 | ? | -25.1 | -11.0 | ?
EPAC2 antag | 2.2% | 0.9% | 13.0% | -2.9% | -2.1%
D3 ag | 0.2 | 0.8 | -16.9 | 24.1 | 16.7
MmCpn inh | -9.4% | -0.2% | nt | -0.2% | -3.7%

6	C=C(C)C(=O)Nc1nnc(-c2ccccc2C)s1
7	COc1ccc2[nH]c3c(c2c1)CNCC3
8	Cc1ccn2cc(C(=O)N3CCCC(Nc4ccc(F)cc4)C3)nc2c1 (configuration not stated)
9	O=C(Nc1ccccc1)c1cccc(S(=O)(=O)Oc2ccc([N+](=O)[O-])cc2)c1
10	CC1C(c2ccccc2)=[N+]([O-])C2(CCCCC2)N1O (configuration not stated)

compound no. | 6 | 7 | 8 | 9 | 10
EPAC2 ag | -6.5% | 10.7% | -4.2% | 8.6% | 0.3%
PTHR1 ag | -3.5% | i | i | -15.9% | i
pAkt inh | i | i | i | i | i
CCT chaperon mod | 1.5 | 1.1 | 0.2 | -0.8 | -0.3
D3 antag | 6.6 | 19.1 | 1.8 | 0.4 | -2.9
EPAC2 antag | -0.6% | 0.5% | -1.6% | -6.2% | 2.3%
D3 ag | -9.9 | 4.5 | 0.5 | 0.2 | 0.1
MmCpn inh | -1.7% | nt | 2.0% | -1.1% | -0.1%

11	COC1Cc2ccccc2N(C(N)=O)c2ccccc21 (configuration not stated)
12	COc1cc2c(cc1OC)C(C(=O)NCc1ccco1)C(c1cccs1)N(C)C2=O (configuration not stated)
13	CC(C)c1nnc(NC(=O)CC(=O)Nc2ccccc2C(=O)O)s1
14	CC(=O)N(CN1C(=O)CCC1=O)c1ccc(Cl)c(Cl)c1
15	Cc1ccc(NC(=O)c2cc(C)n(-c3ccccc3)c2C)cc1

compound no. | 11 | 12 | 13 | 14 | 15
EPAC2 ag | 3.1% | -4.6% | 17.3% | 6.7% | 21.9%
PTHR1 ag | 2.5% | i | -0.6% | 2.2% | -30.7%[inhibitor]
pAkt inh | i | i | i | i | i
CCT chaperon mod | -3.5 | 1.0 | -8.1 | -0.9 | 2.3
D3 antag | 12.2 | 9.2 | -16.6 | -7.5 | 0.6
EPAC2 antag | 23.0% | 17.3% | -2.1% | -0.2% | -0.4%
D3 ag | 4.2 | -6.1 | -4.0 | -2.6 | -3.6
MmCpn inh | nt | 0.4% | 0.0% | 1.0% | 0.9%

16	CCOc1ccc(S(=O)(=O)NNC(=O)c2cc3ccccc3o2)cc1
17	CCOC(=O)c1ccc2nc(NC(C)=O)sc2c1
18	COc1ccc(CCN2CC(C(=O)NCC(c3ccccc3)N(C)C)CC2=O)cc1OC (configuration not stated)
19	COc1ccccc1C(=O)Nc1ccc2c(c1)CCCN2C(=O)c1ccccc1
20	CC(=O)COc1c(-c2ccco2)oc2ccccc2c1=O

compound no. | 16 | 17 | 18 | 19 | 20
EPAC2 ag | -6.6% | 5.1% | 12.1% | 0.9% | 5.1%
PTHR1 ag | i | -11.1% | -6.3% | -69.4%[inhibitor] | -13.7%
pAkt inh | i | i | i | i | i
CCT chaperon mod | 1.4 | -2.3 | -2.1 | 0.0 | 0.0
D3 antag | 34.1 | 15.7 | 3.2 | 17.8 | 20.4
EPAC2 antag | 3.6% | 16.5% | 2.1% | 5.5% | 2.5%
D3 ag | 4.9 | 8.2 | -6.3 | -4.4 | 2.8
MmCpn inh | 1.2% | 2.4% | 0.4% | -0.1% | -0.6%

3 records drawn at random from those above, as already listed:
17	CCOC(=O)c1ccc2nc(NC(C)=O)sc2c1
20	CC(=O)COc1c(-c2ccco2)oc2ccccc2c1=O
16	CCOc1ccc(S(=O)(=O)NNC(=O)c2cc3ccccc3o2)cc1

compound no. | 17 | 20 | 16
EPAC2 ag | 5.1% | 5.1% | -6.6%
PTHR1 ag | -11.1% | -13.7% | i
pAkt inh | i | i | i
CCT chaperon mod | -2.3 | 0.0 | 1.4
D3 antag | 15.7 | 20.4 | 34.1
EPAC2 antag | 16.5% | 2.5% | 3.6%
D3 ag | 8.2 | 2.8 | 4.9
MmCpn inh | 2.4% | -0.6% | 1.2%

Next structures
21	COc1ccc(N(C(C)C(=O)N2CCCC2)S(C)(=O)=O)cc1 (configuration not stated)
22	CCc1ccccc1NC(=O)CSc1nnc(-c2ccncc2)o1
23	CSc1cccc(NC(=O)CN(c2ccccc2)S(=O)(=O)N(C)C)c1
24	Cc1c(CCCl)c(Cl)n2c(nc3ccccc32)c1C#N
25	Cc1ccc(CC(=O)Nc2cc(C)on2)cc1

compound no. | 21 | 22 | 23 | 24 | 25
EPAC2 ag | 4.5% | 6.7% | 8.5% | 0.5% | 10.7%
PTHR1 ag | i | ? | i | -23.2% | i
pAkt inh | i | i | i | i | i
CCT chaperon mod | 0.6 | -4.0 | -1.4 | -1.5 | -3.0
D3 antag | -0.8 | -9.3 | -14.3 | -103.1* | 11.1
EPAC2 antag | 12.9% | 0.4% | 3.3% | 2.6% | 5.7%
D3 ag | 0.4 | 5.2 | -10.1&-14.8 | -5.6 | 10.7
MmCpn inh | -0.8% | 1.9% | 0.1% | nt | 1.4%

26	O=C1NC[C@@H](c2ccccc2)OC(=O)[C@H](Cc2ccc(F)cc2)C/C=C\C[C@H]1CC(=O)N(CCO)Cc1ccccc1
27	COc1ccc(N2CCN(Cc3nc(N)nc(N4CCCc5ccccc54)n3)CC2)cc1
28	COC(=O)c1ccc(NC(=O)c2ccccc2NS(=O)(=O)c2ccccc2)cc1
29	Cc1ccc(Cc2nnc(SCC(=O)Nc3ccccc3C)[nH]c2=O)cc1
30	CCc1cc(CNC(=O)C2CCC(=O)N(CCc3cccc(F)c3)C2)on1 (configuration not stated)

compound no. | 26 | 27 | 28 | 29 | 30
EPAC2 ag | 5.5% | 3.5% | -7.0% | 2.6% | 6.9%
PTHR1 ag | i | -27.7% | -29.5% | -14.0% | 6.4%
pAkt inh | i | i | i | i | i
CCT chaperon mod | -2.6 | -0.4 | -0.9 | 1.1 | -1.1
D3 antag | -6.7 | 6.0 | 48.2 | 20.8 | -5.0
EPAC2 antag | 10.9% | -14.4% | -2.4% | -27.0% | 5.9%
D3 ag | 7.0 | -5.2 | 34.2* | -3.9 | -9.6
MmCpn inh | -0.4% | 0.1% | -0.4% | -0.2% | -0.9%

31	COc1ccccc1NS(=O)(=O)c1cccc(C(=O)NCC(c2ccccc2OC)N2CCCC2)c1 (configuration not stated)
32	Brc1ccc(COc2ncnc3ccccc23)cc1
33	O=C(COc1ccc([N+](=O)[O-])cc1Cl)NCC1CCCO1 (configuration not stated)
34	CC1=CN2C(=N)/C(=C/c3ccco3)C(=O)N=C2S1
35	CCn1cc(C(=O)NCc2ccc3c(c2)OCO3)c(=O)c2cc(S(=O)(=O)N3CCOCC3)ccc21

compound no. | 31 | 32 | 33 | 34 | 35
EPAC2 ag | 12.8% | 1.0% | 17.9% | 15.1% | 15.1%
PTHR1 ag | -17.9% | -40.0%[inhibitor] | ? | -36.0% | -3.5%
pAkt inh | i | i | i | i | nt
CCT chaperon mod | -0.2 | 0.3 | -4.4 | -0.6 | -1.8
D3 antag | -14.2 | ? | -24.3 | -59.7* | 14.1
EPAC2 antag | 7.7% | -14.6% | 2.3% | 8.5% | 6.8%
D3 ag | -19.9 | -4.7 | 5.2 | -7.5 | -3.1
MmCpn inh | 4.2% | -0.2% | 0.8% | -0.8% | -0.2%

Two compounds from above, reduced to EPAC2 ag and pAkt inh:
| cpd | SMILES | EPAC2 ag | pAkt inh |
| --- | --- | --- | --- |
| 33 | O=C(COc1ccc([N+](=O)[O-])cc1Cl)NCC1CCCO1 (configuration not stated) | 17.9% | i |
| 34 | CC1=CN2C(=N)/C(=C/c3ccco3)C(=O)N=C2S1 | 15.1% | i |

Further entries
36	COC(=O)COc1ccc2cc(-c3ccccc3)c(=O)oc2c1
37	Cc1cc(C)cc(NC(=O)C2CCN(S(=O)(=O)c3ccc4c(c3)NC(=O)C(C)S4)CC2)c1 (configuration not stated)
38	CN(C)C(=O)Cn1c(SCC(=O)NC2CCCCC2)nc2ccccc21
39	COCC(=O)N1CCCC(C(=O)c2ccc(-c3ccccc3)c(F)c2)C1 (configuration not stated)
40	CC(C)COP(=O)(OCC(C)C)C(Nc1ccccc1)c1ccc(F)cc1 (configuration not stated)

compound no. | 36 | 37 | 38 | 39 | 40
EPAC2 ag | 3.0% | 9.8% | -0.3% | 1.3% | -17.6%
PTHR1 ag | i | i | -24.0%[57.5 µM] | -3.7% | -28.7%
pAkt inh | i | i | i | i | i
CCT chaperon mod | -1.0 | -4.0 | -0.4 | -1.9 | -0.4
D3 antag | -8.2 | 10.6 | 7.9 | -6.8 | 13.1
EPAC2 antag | 18.4% | -6.1% | 6.1% | 1.2% | -4.2%
D3 ag | -4.8 | -0.6 | 1.7 | -11.9 | 5.9
MmCpn inh | -6.5% | -2.3% | 1.5% | -0.9% | 1.5%

41	Cc1cccc(NC(=O)Cn2cc(C(=O)C3CC3)c3ccccc32)c1
42	CC(=O)Nc1ccc(S(=O)(=O)NCC(=O)NCCc2ccc(S(N)(=O)=O)cc2)cc1
43	Cc1ccc(C2=CSC3=NCCN23)cc1
44	CCOP(=O)(O)c1ccccc1OCCOCCOc1ccccc1P(=O)(O)OCC

compound no. | 41 | 42 | 43 | 44
EPAC2 ag | -4.4% | 6.8% | -0.2% | 5.1%
PTHR1 ag | -27.8% | i | i | i
pAkt inh | i | i | i | i
CCT chaperon mod | -4.0 | -0.7 | -0.9 | 1.1
D3 antag | 8.9 | 12.5 | 13.8 | -19.3
EPAC2 antag | 4.6% | 0.6% | 2.8% | 11.1%
D3 ag | -0.7 | 12.1 | 12.2 | -12.6
MmCpn inh | -0.2% | -0.5% | nt | 0.2%

An excerpt; rates above refer to the full screens.
